MITF inh: MITF inhibitors, primary screen, biochemical, AlphaScreen, human. AlphaScreen MITF homodimerization, bead proximity signal. inhibition, % at 2.6 µM. 0.91% of 650,000 active; in the data active means inhibition above about 50%;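 further: 0% = vehicle wells with protein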
Target sequence (O75030 whole entry, looked up): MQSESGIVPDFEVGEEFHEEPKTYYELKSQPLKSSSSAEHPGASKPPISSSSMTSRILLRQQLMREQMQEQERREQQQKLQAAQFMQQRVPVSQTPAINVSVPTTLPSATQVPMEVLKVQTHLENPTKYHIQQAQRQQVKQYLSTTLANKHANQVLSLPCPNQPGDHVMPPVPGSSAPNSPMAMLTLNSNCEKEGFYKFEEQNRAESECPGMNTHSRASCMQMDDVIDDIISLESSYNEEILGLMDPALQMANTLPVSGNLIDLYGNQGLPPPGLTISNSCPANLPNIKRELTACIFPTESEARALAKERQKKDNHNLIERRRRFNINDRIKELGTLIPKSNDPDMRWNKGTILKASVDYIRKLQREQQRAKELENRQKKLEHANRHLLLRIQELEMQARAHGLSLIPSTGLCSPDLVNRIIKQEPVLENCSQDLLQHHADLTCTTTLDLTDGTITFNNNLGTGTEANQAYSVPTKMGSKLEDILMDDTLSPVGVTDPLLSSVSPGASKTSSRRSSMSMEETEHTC
TEAD-YAP inh: TEAD-YAP interaction inhibition, primary screen, TEAD-YAP interaction inhibitor project, luminescence, HEK-TIYL cells | AID 1259422, 2018 | inhibition, % at 9.12 µM | TEAD-Gal4/YAP UAS-luciferase luminescence | 1.4% of 640,000 active; in the data active means inhibition above about 32%;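 further: 0% = median of test compound wells and 100% = reference inhibitor wells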
FBW7 activator: FBW7 E3 ligase activators, primary screen, biochemical, AlphaScreen, human; 0.13% of 650,000 active; normalized activity (activation), % at 26.1 µM; AlphaScreen FBW7–phospho-cyclin E peptide binding, activator screen; AID 1259310, 2017; F-box/WD repeat-containing protein 7 (Homo sapiens), Q969H0; in the data active means normalized activity above about 1.9%;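 further: purified mutant Fbw7 with reduced substrate affinity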
GPR151 activ: activators of human GPR151, primary screen, cell-based, PathHunter beta-arrestin, luminescence. activation, % at 11.2 µM. PathHunter beta-arrestin GPR151 cells. 1% of 650,000 active. G-protein coupled receptor 151 (Homo sapiens), Q8TDV0; in the data active means activation above about 4.9%;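 further: 0% = median of compound wells and 100% = cells with positive control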
Target sequence (Q8TDV0 whole entry, looked up): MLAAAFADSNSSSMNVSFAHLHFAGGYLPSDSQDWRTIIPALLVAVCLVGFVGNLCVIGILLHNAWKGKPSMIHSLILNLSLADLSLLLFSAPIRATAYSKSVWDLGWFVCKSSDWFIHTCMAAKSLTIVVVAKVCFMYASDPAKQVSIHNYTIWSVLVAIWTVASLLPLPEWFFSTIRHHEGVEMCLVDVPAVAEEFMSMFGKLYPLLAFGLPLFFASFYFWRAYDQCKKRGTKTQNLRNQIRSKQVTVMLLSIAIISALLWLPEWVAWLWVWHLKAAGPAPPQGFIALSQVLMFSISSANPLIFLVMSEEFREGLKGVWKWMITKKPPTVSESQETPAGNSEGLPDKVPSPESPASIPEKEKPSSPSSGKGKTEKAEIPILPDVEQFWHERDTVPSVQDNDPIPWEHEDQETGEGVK
An asterisk follows results filed as active.

Sequence of screens: MITF inh	TEAD-YAP inh	FBW7 activator	GPR151 activ
CC(C)(C)C(=O)c1sc2nc(-c3ccc(Br)cc3)cc(-c3ccccc3)c2c1N
→ -10.9	-8.5	0.1	-1.7
COC(=O)c1ccc(C2C3=C(CC(C)(C)CC3=O)NC3=C2C(=O)CC(C)(C)C3)cc1
→ 1.3	-6.6	0.0	0.3
CCOC(=O)N1CCc2c(sc(NC(=O)C3=COCCO3)c2C(N)=O)C1
→ 13.4	10.7	0.1	0.4
COCCOC(=O)c1c(C)oc2ccc(OCc3cccc(F)c3)cc12
→ -1.7	-2.5	0.1	0.3
O=C(CCN1C(=O)CCC1=O)Nc1nncs1
→ 14.1	-1.0	0.1	-1.0
O=S(=O)(Nc1cccc2ccccc12)c1ccccc1Br
→ -3.3	-4.9	0.1	-1.5
O=C(COC(=O)c1ccc(Cc2ccccc2)cc1)c1ccc(Br)cc1
→ -0.8	-12.2	0.0	-0.6
c1cncc(CNc2nc(Nc3cccnc3)nc3c2ncn3C2CCCCC2)c1
→ 15.8	-2.0	0.2	-2.3
COc1cc(CNCCO)ccc1OCc1ccc(Cl)cc1Cl
→ -0.2	-13.4	0.2	-0.3
O=C(Nc1cc(C(=O)N2CC=C(c3ccccc3)CC2)ccc1N1CC2CC(C1)c1cccc(=O)n1C2)c1ccccc1Br (stereo not drawn)
→ 10.9	-3.8	-0.2	-0.9
O=C(NCc1ccsc1)C1CC(C(c2ccccc2)c2ccccc2)=NO1 (stereo not drawn)
→ -9.9	-20.1	-0.3	0.7
CCc1ccc2[nH]c(=O)c(CN(Cc3ccco3)Cc3nnnn3Cc3ccco3)cc2c1
→ 0.6	-4.5	0.4	0.7
Cc1cc(C)cc(-n2c(C)cc(/C=C3\NC(=S)NC3=O)c2C)c1
→ 8.9	-10.8	-0.1	0.9
O=C(NCC1CCC2(CCN(Cc3ccc(-c4ccccc4)cc3)CC2)O1)c1ccco1 (stereo not drawn)
→ 7.5	-4.7	-0.2	0.9
O=C(Nc1ccc(Cl)c(-c2nc3cc(Cl)ccc3o2)c1)c1ccc([N+](=O)[O-])o1
→ 13.1	10.9	0.1	7.0*

3 entries from above, ordered by length of the SMILES, largest number first.
Sequence of screens: MITF inh	TEAD-YAP inh	FBW7 activator	GPR151 activ
O=C(Nc1cc(C(=O)N2CC=C(c3ccccc3)CC2)ccc1N1CC2CC(C1)c1cccc(=O)n1C2)c1ccccc1Br (stereo not drawn)
→ 10.9	-3.8	-0.2	-0.9
O=C(NCC1CCC2(CCN(Cc3ccc(-c4ccccc4)cc3)CC2)O1)c1ccco1 (stereo not drawn)
→ 7.5	-4.7	-0.2	0.9
COc1cc(CNCCO)ccc1OCc1ccc(Cl)cc1Cl
→ -0.2	-13.4	0.2	-0.3

Going on with the list.
Sequence of screens: MITF inh	TEAD-YAP inh	FBW7 activator	GPR151 activ
FC(F)(F)c1cccc(CNc2nc(Nc3cnccn3)nc3c2ncn3-c2ccsc2)c1
→ 2.7	-5.9	0.7	0.2
O=C(Cn1cnc2c(nnn2-c2ccc(F)cc2)c1=O)NC1CCCC1
→ 7.5	2.5	0.1	0.2
CCOc1ccc(Nc2nc(N(C)C)nc(C)c2[N+](=O)[O-])cc1
→ 7.5	1.2	0.0	0.0
COC(=O)c1cc(NS(C)(=O)=O)ccc1Cl
→ 18.8	-4.4	-0.1	0.0
CCOc1ncccc1C(=O)OCC(=O)c1c[nH]c2ccccc12
→ -12.3	-0.2	-0.1	0.3
O=C(CSc1nnc2c3c(-c4ccc(F)cc4)csc3ncn12)NC1CC1
→ 21.9	-0.9	0.0	-1.2
CC(=O)c1c(OC(=O)c2ccccc2Br)ccc2c(C)cc(=O)oc12
→ -13.5	-0.6	0.3	-0.1
Cc1nn(C)c(C)c1-c1cccc(C(=O)NCCOc2ccccc2)n1
→ 6.4	-25.8	-0.1	1.1
CC(=O)N(CCCN(C)C)c1nc(-c2ccc(Cl)cc2)cs1
→ -12.2	-4.6	-0.1	-1.1
N#C/C(=C\c1ccsc1)C(=O)Nc1cc(Cl)ccc1Cl
→ 6.5	-5.2	0.0	0.4
COC(=O)CCCCC(=O)N1CCC(Cn2nc(-c3ccc(OC)cc3)ccc2=O)CC1
→ 5.5	-0.5	0.2	-1.2
CCN(CC)c1nc2ccccc2n2c(C)ncc12
→ -1.5	-7.4	-0.3	-1.2
O=C(c1cccc(-c2nnc(-c3ccccc3)o2)c1)N1CCCC1
→ 11.8	-50.3	0.1	-3.1
c1cc(NCC2CC2)n2ncc(-c3ccc(N4CCOCC4)cc3)c2n1
→ 1.6	-17.6	-0.5	-0.7
Clc1cccc(C2Oc3ccccc3C3=C2C(c2cccnc2)n2nnnc2N3)c1 (stereo not drawn)
→ 3.6	-1.0	0.0	-0.1

Reformatted with tabs: entries from further up.
Structure	MITF inh	TEAD-YAP inh	FBW7 activator	GPR151 activ
COC(=O)CCCCC(=O)N1CCC(Cn2nc(-c3ccc(OC)cc3)ccc2=O)CC1	5.5	-0.5	0.2	-1.2
CCN(CC)c1nc2ccccc2n2c(C)ncc12	-1.5	-7.4	-0.3	-1.2

(listing goes on)
Sequence of screens: MITF inh	TEAD-YAP inh	FBW7 activator	GPR151 activ
COC(=O)C1=C(N)Oc2cc(C)n(Cc3cccnc3)c(=O)c2C1c1ccccc1OC (stereo not drawn)
→ 1.6	-7.0	0.1	-0.3
COC(=O)c1cc(NC(=O)CSc2n[nH]c3nc4ccccc4n23)cc(C(=O)OC)c1
→ 2.9	-1.2	0.1	0.3
CCN(CC)c1nc(Nc2ccc3ncccc3c2)nc(NC2CC2)n1
→ 1.9	-22.5	0.1	0.3
C#CCN(C)C(=O)c1cnc2scc(CC)n2c1=O
→ 1.7	6.0	-0.1	-0.2
O=C(c1ccccc1F)N1CCN(S(=O)(=O)c2ccc3ccccc3c2)CC1
→ -7.5	7.4	0.1	-1.6
CCCOc1ccccc1/C=C1/C(=O)NN(c2ccc(C(=O)OCC)cc2)C1=O
→ 2.2	13.6	0.3	1.1
O=c1c2c(nc(SCCc3ccccc3)n1Cc1ccco1)-c1ccccc1CC21CCCCC1
→ 12.8	-1.4	0.5	-0.2
Cc1ccccc1NC(=O)c1cc(Cl)ccc1O
→ -22.5	42.3*	0.0	-7.1
Oc1cccc(Nc2nc(NCc3ccco3)c3ccccc3n2)c1
→ 15.2	10.7	-0.3	0.6
O=C(CNC(=O)Cc1ccccc1)NCC(=O)OCC(=O)c1ccc(-c2ccccc2)cc1
→ -29.9	-0.7	0.0	1.9
COc1cccc(C=O)c1OS(=O)(=O)c1ccc(NC(C)=O)cc1
→ -6.4	1.5	0.1	-1.1
O=C(O)CNC(=S)N(Cc1ccco1)Cc1ccccc1Cl
→ 17.7	-2.2	0.3	-1.5
CC(C)ON1C(=O)CN(C(=O)Nc2ccccc2)C1c1ccccc1 (stereo not drawn)
→ -20.3	-2.8	0.1	-1.7
Cc1ccc(CNC(=O)c2c[nH]n3c(=O)cc(CSc4ccc(Cl)cc4)nc23)cc1
→ 2.2	-6.4	-0.1	-0.4
Cc1cc(NC(=O)c2cccc(Br)c2)ccc1I
→ -2.8	-54.4	0.0	-0.2
Cc1ccc(S(=O)(=O)Nc2ccccc2CNc2ccc(C3CCCCC3)cc2)cc1
→ 2.7	-4.4	0.0	-0.5
CCCNC(=O)c1cccc(Nc2ccccn2)c1
→ -1.8	-21.5	-0.1	-0.2
O=C(Nc1c2c(nn1-c1ccc([N+](=O)[O-])cc1)CS(=O)(=O)C2)c1ccc2c(c1)OCO2
→ 0.1	6.1	-0.1	0.0
O=C(NCc1ccc2c(c1)OCO2)c1cc([N+](=O)[O-])cc([N+](=O)[O-])c1
→ 21.7	-2.4	0.1	-0.2
COC(=O)C(C)CN1CCc2ccccc2C1 (stereo not drawn)
→ 47.0	-1.0	0.6	-1.1
CCOc1ccc(N2C(=O)CC(N3CCC(C(=O)N4CCCCC4)CC3)C2=O)cc1 (stereo not drawn)
→ 5.2	1.8	-0.1	0.7
COc1cc(C2Nc3ccccc3-c3nnc(SC)nc3O2)cc(Br)c1OC (stereo not drawn)
→ 12.6	-9.7	0.3	0.4
Cc1cc([N+](=O)[O-])nn1CC(=O)N1CCN(Cc2ccccc2)CC1
→ 14.4	9.4	0.3	2.3
Cc1cc2c([nH]c(=O)c3c(=O)cc(C(F)(F)F)[nH]c32)s1
→ -7.6	2.1	-0.2	0.4
CN(CCOC(=O)c1cccc2ccccc12)C1=NS(=O)(=O)c2ccccc21
→ -16.7	-12.3	-0.1	1.8
CN(CP(=O)(O)CCC(=O)O)S(C)(=O)=O
→ 14.8	14.7	-0.3	-0.1
CCOc1ccc2nc(Nc3nc(C)c4c(n3)CCCC4)nc(C)c2c1
→ 7.7	7.8	-0.1	4.4
COc1ccc(N2C(=O)c3ccc(C(=O)c4cccc([N+](=O)[O-])c4)cc3C2=O)cc1
→ 18.4	11.6	0.4	-1.7
NS(=O)(=O)c1ccc(Nc2nccc(-c3ccc(NS(=O)(=O)Cc4ccccc4)cc3)n2)cc1
→ -2.8	-15.7	0.4	0.9
CCC1CCCCN1C(=O)CC1(c2ccc(OC)cc2)CC(=O)N(C)C1=O (stereo not drawn)
→ -0.3	-61.5	0.2	0.2
COc1cccc(NC(=O)CSc2nc3ccsc3c(=O)n2C2CCCCC2)c1
→ 11.6	2.8	0.4	1.4
CCCCn1c(SCC(=O)Nc2ccccc2OC)nc2ccsc2c1=O
→ 57.6*	2.2	0.4	-1.4
OCCN(Cc1ccccc1)Cc1ccc(Cl)cc1
→ 23.1	-4.3	0.2	0.3
CC1CCN(CCCN2C(=O)C3C(C(=O)Nc4ccc(F)c(Cl)c4)C4C=CC3(O4)C2C(=O)NC2CCCC(C)C2C)CC1 (stereo not drawn)
→ -1.4	-3.3	0.0	1.5
COCc1cccc(N2C(=O)CC(C3C=C(C)C4C(=O)N(c5cccc(COC)c5)C(=O)C4C3)C2=O)c1 (stereo not drawn)
→ 4.0	3.3	-0.1	1.7
CCOc1cc2c(cc1OC)C(NC(=O)c1ccco1)CC2=O (stereo not drawn)
→ -2.1	-3.0	0.1	2.1
COc1ccc(N2C(=O)NC3CC2(C)Oc2ccc(C)cc23)cc1 (stereo not drawn)
→ 8.5	0.7	0.8	-1.0
Cc1ccc(Cn2ccnc2SCC(=O)Nc2ccccc2F)cc1
→ -1.5	5.0	-0.1	8.6*
COc1ccc(/C=N/Nc2ccc(Cl)c(C(=O)O)c2)cc1OC
→ 7.2	-43.7	0.1	-0.8
COc1cc2nc(SCC(=O)Nc3cccc(Cl)c3)n3nc(C)nc3c2cc1OC
→ 0.1	-9.3	0.0	0.2
COc1ccc(CC(=O)Nc2cccc(-c3nnc(-c4ccccc4)o3)c2)cc1OC
→ 23.4	52.8*	-0.1	4.8
Cc1cccc(C2=N/C(=C/c3ccc([N+](=O)[O-])cc3)C(=O)N2c2cc(C)cc(C)c2)c1
→ 12.5	9.3	0.1	-1.3

Gathered by group: the entries above containing a COOH group (three)
Sequence of screens: MITF inh	TEAD-YAP inh	FBW7 activator	GPR151 activ
O=C(O)CNC(=S)N(Cc1ccco1)Cc1ccccc1Cl
→ 17.7	-2.2	0.3	-1.5
CN(CP(=O)(O)CCC(=O)O)S(C)(=O)=O
→ 14.8	14.7	-0.3	-0.1
COc1ccc(/C=N/Nc2ccc(Cl)c(C(=O)O)c2)cc1OC
→ 7.2	-43.7	0.1	-0.8

In another format: results already given.
Compound,MITF inh,TEAD-YAP inh,FBW7 activator,GPR151 activ
O=C(NCc1ccc2c(c1)OCO2)c1cc([N+](=O)[O-])cc([N+](=O)[O-])c1,21.7,-2.4,0.1,-0.2
COC(=O)C(C)CN1CCc2ccccc2C1 (stereo not drawn),47.0,-1.0,0.6,-1.1
CCOc1ccc(N2C(=O)CC(N3CCC(C(=O)N4CCCCC4)CC3)C2=O)cc1 (stereo not drawn),5.2,1.8,-0.1,0.7

No enrichment for hits; any-hit rate near 3.5%.
